# Screens: PubChem BioAssay, several laboratories
# Spn DPM-DC inh – blocks S. pneumoniae diphosphomevalonate decarboxylase; purified DPM-DC, PK/LDH coupled NADH fluorescence; calls only at 10 µM; hit rate 0.49% among 65,000; AID 556;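 active = the 320 compounds with the highest percent inhibition in the single-dose primary screen, excluding strongly autofluorescent ones, cut at about 32% in these data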;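 also: kinetic rate of NADH fluorescence loss reporting ADP formed by the decarboxylase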
# Bfl-1 inhibitors – Bfl-1 inhibitors, primary screen, biochemical, fluorescence polarization, FITC-Bid, mouse (AID 432); FITC-Bid BH3 peptide fluorescence polarization displacement; higher % means a stronger effect; one-dose displacement, % at 20 µM; IC50 in µM for titrated hits; hit rate 0.02% among 64,000; in the data active = a potency from the dose series; inactive = the rest, 99 in 100 with displacement below about 15%; also: strong numbers were not always called active
# LYP inhibition – LYP phosphatase inhibitors, primary screen, biochemical, DiFMUP fluorescence, recombinant catalytic domain, 10 µM (AID 606); recombinant LYP catalytic domain, DiFMUP fluorescence; higher % means a stronger effect; inhibition, % at 10 µM, or IC50 in µM where a hit was titrated; 52,000 tested, under 10 active;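 active = IC50 under 40 µM in the dose-response test; inactive = IC50 of 40 µM or more, or never dose-tested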
# Alkaline phosphatase – human TNAP enzyme inhibitors, biochemical, luminescent (AID 518); purified TNAP enzyme, luminescent substrate readout; higher % means a stronger effect; inhibition, % at 20 µM; hits with a dose series show IC50 in µM; hit rate 0.09% among 64,000; in the data active = a potency from the dose series; inactive = the rest, 99 in 100 with inhibition below about 22%;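 also: plate controls were vehicle for no effect and reference inhibitor for full effect; many of its hits are not listed in these tables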
# HPDE-C7K KRASV12 – viability loss of HPDE-C7K cells – cell-based, fluorescence, HTS, primary screen (AID 431). hit rate 1.7% among 63,000. HPDE-C7K KRASV12 cells, Alamar Blue viability, 48 h; higher % means a stronger effect. cytotoxicity, % at 10 µM, or EC50 in µM where a hit was titrated;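 active = compounds whose percent cytotoxicity in the single-dose primary screen, scaled between solvent and toxic-drug controls, exceeds 50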;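 also: 0% = DMSO solvent wells and 100% = doxorubicin-treated wells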
# Spn PMK inh – inhibitors of Streptococcus pneumoniae phosphomevalonate kinase; purified PMK, PK/LDH-coupled NADH absorbance 340 nm; inhibition, % at 10 µM; hit rate 0.49% among 65,000; AID 539;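 active = top-ranked compounds by inhibition in the single 10 µM screen, taking a fixed number of the strongest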;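 also: 0% = full reaction with DMSO carrier and 100% = background rate without enzyme reaction; no value below 0 was filed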
# Spn MK inh – inhibitors of Streptococcus pneumoniae mevalonate kinase; purified MK, PK/LDH-coupled NADH absorbance 340 nm; inhibition, % at 10 µM; hit rate 0.48% among 65,000; AID 555;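 active = ranked among the strongest by inhibition in the single 10 µM screen, a fixed top-ranked set picked for dose follow-up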; also: no value below 0 was filed
# HT1080 cytotoxicity – HT1080 cell viability loss – fluorescence readout (AID 620) | one-dose cytotoxicity, % at 10 µM; EC50 in µM for titrated hits | HT1080 viability, fluorescence; higher % means a stronger effect | hit rate 0.42% among 87,000;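 also: cells exposed to compound overnight then 4 h with Alamar Blue; 0% = vehicle DMSO and 100% = killing control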
# HPDE-C7 viability – HPDE-C7 pancreatic duct cell viability loss – fluorescence, HTS (AID 430). hit rate 1.8% among 63,000. HPDE-C7 pancreatic duct cells viability, fluorescence; higher % means a stronger effect. cytotoxicity, % at 10 µM; hits with a dose series show EC50 in µM;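 also: cells exposed to compound for 48 hours before viability readout; 0% = vehicle and 100% = reference cytotoxic drug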
# Spn PMK inh pilot replicates – recorded beside Spn PMK inh, whose call it bears; inhibition, %; measured here: pilot screen replicates
# Spn MK inh pilot replicates – also measured in Spn MK inh; calls as there; inhibition, %; measured here: pilot screen replicates
# Spn DPM-DC inh pilot screen % – second read-out of Spn DPM-DC inh, no call of its own (marks repeat the call); inhibition, %; measured here: pilot screen trials
# Numbers without * were called inactive; i = inactive; . = not tested or not shown. Rule as the data show it, unless noted: active = cytotoxicity above about 50%; inactive = the rest.
SMILES,Spn DPM-DC inh,Bfl-1 inhibitors,LYP inhibition,Alkaline phosphatase,HPDE-C7K KRASV12,Spn PMK inh,Spn MK inh,HT1080 cytotoxicity,HPDE-C7 viability,others
O=S(=O)(c1ccc2nc(Cc3cccc(C(F)(F)F)c3)[nH]c2c1)N1CCOCC1,i,0%,.,14%,9%,0,4,-1%,7%,Spn PMK inh pilot replicates=5.5;Spn MK inh pilot replicates=1.5;Spn DPM-DC inh pilot screen %=0.0
CCOC(=O)C1C(=O)C=C(C)C(C(=O)OCC)C1c1ccc(OC)cc1 (stereo not drawn),i,-10%,-4%,6%,1%,7,8,4%,4%,
COC(=O)c1oc2ccc(OC)cc2c1N,i,1%,7%,8%,1%,20,2,2%,4%,Spn PMK inh pilot replicates=0.0;Spn MK inh pilot replicates=0.0;Spn DPM-DC inh pilot screen %=22
COc1ccc(OC)c2sc(NC(=O)C(C)C)nc12,i,7%,7%,6%,1%,19,7,8%,2%,
Cc1nnc(C)n1/N=C/c1cc(Br)cc(Br)c1O,i,7%,1%,9%,86%*,2,2,-1%,80%*,
N#Cc1c(NC(=O)CSc2nc(-c3ccco3)cc(C(F)(F)F)n2)sc2c1CCCC2,i,0%,6%,11%,-3%,8,8,-1%,-7%,
CC(CNCc1ccc2c(c1)OCO2)NCc1ccc2c(c1)OCO2 (stereo not drawn),i,-5%,-5%,0%,5%,3,3,1%,-5%,
COc1ccc(C(=O)c2ccc(N3CCOCC3)cc2)c(OC)c1,i,1%,.,7%,4%,20,0,-13%,7%,
O=S1(=O)C=C(Sc2nc3ccccc3s2)c2ccccc21,i,7%,13%,12%,107%*,9,6,24%,109%*,Spn PMK inh pilot replicates=6.5;Spn MK inh pilot replicates=3.0;Spn DPM-DC inh pilot screen %=2.5
CC(=O)Oc1ccc(NC(=O)CSc2ccccc2)cc1,i,1%,-8%,7%,0%,5,5,4%,12%,
CC(C)CCn1c(Br)nc2c1c(=O)n(CC(N)=O)c(=O)n2C,i,6%,-19%,6%,.,0,4,7%,.,
NC(=O)C1(N2CCCCC2)CCN(Cc2nc3ccccc3c(=O)[nH]2)CC1,i,3%,8%,13%,4%,2,5,2%,7%,
CC1Cc2ccccc2N1S(=O)(=O)c1cccc2nsnc12 (stereo not drawn),i,-6%,4%,20%,-12%,6,11,.,-11%,
Cc1cc(C)cc(NC(=O)CSc2nnc(-c3ccccc3)n2N)c1,i,-7%,-4%,15%,8%,0,9,-2%,-1%,
Cc1cc(OCC(=O)Nn2cnnc2)c(C)cc1Br,i,-2%,5%,0%,2%,7,3,3%,-2%,
C=CCN(C(=O)CN1CCOCC1)c1nc(C)c(-c2ccccc2)s1,i,-7%,10%,1%,.,10,6,4%,.,
NC(=O)C1(c2ccccc2)CCOCC1,i,-2%,-2%,-5%,7%,0,4,8%,-2%,
COc1ccc(NC(=O)CNS(=O)(=O)c2ccc3nc(C)sc3c2)c(OC)c1,i,1%,9%,1%,4%,9,0,0%,-8%,
COc1ccc(CC(NC(C)=O)C(=O)N2CCN(C(=O)N(C(C)C)C(C)C)CC2)cc1 (stereo not drawn),i,0%,.,2%,4%,11,1,-5%,-14%,Spn PMK inh pilot replicates=4.0;Spn MK inh pilot replicates=0.0;Spn DPM-DC inh pilot screen %=3.0
O=C(NC1CCCCC1)c1ccc(S(=O)(=O)NCc2cccnc2)cc1,i,-4%,.,12%,2%,6,8,0%,0%,
COc1ccc(S(=O)(=O)NCc2ccc(C(=O)O)cc2)cc1,i,1%,.,17%,2%,5,6,-2%,-4%,Spn PMK inh pilot replicates=1.5;Spn MK inh pilot replicates=0.0;Spn DPM-DC inh pilot screen %=0.0
CCCCCc1c(O)nc(SCC(=O)NCC2CCCO2)[nH]c1=O (stereo not drawn),i,8%,-22%,12%,-1%,8,8,-6%,-5%,Spn PMK inh pilot replicates=0.5;Spn MK inh pilot replicates=3.5;Spn DPM-DC inh pilot screen %=2.0
COCCCNC(=O)c1ccc2c(c1)OCO2,i,-4%,-7%,9%,15%,13,12,4%,10%,Spn PMK inh pilot replicates=4.0;Spn MK inh pilot replicates=0.0;Spn DPM-DC inh pilot screen %=3.0
COc1ccc(S(=O)(=O)N2CCN(c3ccccn3)CC2)cc1OC,i,3%,10%,0%,-7%,1,6,8%,-3%,
COc1ccc(-n2c(SCC(=O)Nc3nccs3)nc3c(c2=O)SC(C)C3)cc1 (stereo not drawn),i,2%,11%,9%,-2%,8,5,-8%,-4%,
Cc1ccccc1CN1CCNC1=O,i,0%,5%,18%,9%,16,0,22%,2%,Spn PMK inh pilot replicates=5.5;Spn MK inh pilot replicates=2.5;Spn DPM-DC inh pilot screen %=1.0
O=C(O)c1ccccc1C(=O)Nc1ccccn1,i,-4%,-4%,4%,1%,8,8,-1%,2%,
COc1ccc(CCNC(=O)c2cc(-c3ccc4c(c3)OCO4)on2)cc1OC,i,-8%,11%,3%,8%,13,2,36%,0%,
COC(=O)C(C)Sc1nc2c(cnn2-c2ccc(C)cc2)c(=O)[nH]1 (stereo not drawn),i,1%,4%,4%,5%,3,0,1%,12%,
CCOC(=O)C1CCN(S(=O)(=O)c2ccc3c4c(cccc24)C(=O)N3)CC1,.,5%,6%,0%,0%,8,5,26%,3%,
O=C(Nc1nnc(-c2ccccc2Cl)o1)c1ccc(S(=O)(=O)N2CCCCCC2)cc1,i,-7%,14%,2%,44%,10,0,-6%,54%*,
CC(C)OC(=O)c1cccc(C(=O)O)n1,i,-7%,0%,0%,4%,11,0,-9%,3%,Spn PMK inh pilot replicates=0.5;Spn MK inh pilot replicates=0.5;Spn DPM-DC inh pilot screen %=0.5
O=C(CSc1ccc2nnc(-c3ccc(F)cc3)n2n1)NCC1CCCO1 (stereo not drawn),i,1%,4%,5%,2%,14,4,-3%,-6%,
Cc1cc(C(=O)N(C2CCCCC2)C2CCCCC2)no1,i,-6%,-1%,-4%,-13%,16,0,4%,-10%,
Cc1cccc(C)c1NC(=O)CSc1nnc(-c2ccco2)n1N,i,3%,.,-14%,-17%,9,6,15%,-19%,
Cc1cccc(NC(=O)CN(C)S(=O)(=O)c2cnc[nH]2)c1,i,-4%,-5%,12%,-12%,9,0,1%,-14%,
Cn1c(SCC(=O)NCc2ccc3c(c2)OCO3)nnc1-c1cc2ccccc2cc1O,i,-4%,17%,15%,-12%,10,19,-4%,8%,
COc1ccc2[nH]c(C)c(CN3CCCCC3)c(=O)c2c1,i,0%,2%,4%,4%,14,8,-13%,0%,
O=C(Oc1ccc(Br)cc1)C1CC(=O)N(c2ccc(F)cc2)C1 (stereo not drawn),i,2%,15%,11%,8%,2,2,1%,-2%,
COc1ccccc1NC(=O)N1CCCC(c2nc3c(nnn3Cc3ccc(C)cc3)c(=O)[nH]2)C1 (stereo not drawn),i,-2%,-23%,5%,-6%,0,9,-2%,3%,
CCOC(=O)C1=C(CC)Nc2ccccc2N=C1NC(=O)Nc1ccccc1OC,i,-3%,3%,10%,-13%,0,0,9%,-17%,Spn PMK inh pilot replicates=2.5;Spn MK inh pilot replicates=1.5;Spn DPM-DC inh pilot screen %=0.5
COc1cc(NC(=O)c2ccccc2)c(OC)cc1NC(=O)CN1CCN(c2ccccn2)CC1,i,-1%,11%,4%,10%,10,9,32%,7%,
N#Cc1nc(Cc2ccccc2)oc1N1CCC(Cc2ccccc2)CC1,i,-5%,6%,10%,-8%,0,1,-6%,-20%,
O=S(=O)(NCC1CCCO1)c1ccc2ccccc2c1 (stereo not drawn),i,0%,16%,8%,2%,0,0,-3%,-3%,
C=CCn1c(=S)[nH]c2ccccc2c1=O,i,-10%,6%,9%,-17%,1,1,8%,-6%,

# Ordered by molar mass (ascending): 3 of the compounds above.
SMILES,Spn DPM-DC inh,Bfl-1 inhibitors,LYP inhibition,Alkaline phosphatase,HPDE-C7K KRASV12,Spn PMK inh,Spn MK inh,HT1080 cytotoxicity,HPDE-C7 viability,others
C=CCn1c(=S)[nH]c2ccccc2c1=O,i,-10%,6%,9%,-17%,1,1,8%,-6%,
COc1ccc2[nH]c(C)c(CN3CCCCC3)c(=O)c2c1,i,0%,2%,4%,4%,14,8,-13%,0%,
CCOC(=O)C1=C(CC)Nc2ccccc2N=C1NC(=O)Nc1ccccc1OC,i,-3%,3%,10%,-13%,0,0,9%,-17%,Spn PMK inh pilot replicates=2.5;Spn MK inh pilot replicates=1.5;Spn DPM-DC inh pilot screen %=0.5

# (continued)
SMILES,Spn DPM-DC inh,Bfl-1 inhibitors,LYP inhibition,Alkaline phosphatase,HPDE-C7K KRASV12,Spn PMK inh,Spn MK inh,HT1080 cytotoxicity,HPDE-C7 viability,others
CCC(C(=O)NCc1ccc(F)cc1)N(Cc1ccco1)C(=O)c1snc(C(N)=O)c1N (stereo not drawn),i,-1%,9%,3%,-20%,3,16,-6%,-2%,
Cc1ccc(C(=O)N2c3ccc(F)cc3CCC2C)o1 (stereo not drawn),i,-3%,-3%,8%,.,4,1,-3%,.,
CC(NC(=O)CSc1ncccn1)c1ccccc1 (stereo not drawn),i,-6%,0%,1%,2%,1,7,-2%,5%,
COC(=O)[C@@H](NC(=O)NCc1ccco1)C(C)C,i,-4%,.,7%,-9%,11,2,6%,1%,
CN1CCN(S(=O)(=O)c2ccc(NC(=O)Nc3cccc(Cl)c3)cc2)CC1,i,5%,.,10%,53%*,2,12,-3%,28%,Spn PMK inh pilot replicates=1.5;Spn MK inh pilot replicates=0.0;Spn DPM-DC inh pilot screen %=2.5
CCOC(=O)C1=C(CSc2nc3c(cc2C#N)CCC3)OC(N)=C(C#N)C1c1ccccc1 (stereo not drawn),i,-1%,5%,4%,108%*,10,0,7%,101%*,
CCn1c(-c2ccc(N)cc2)nc2ccccc21,i,2%,6%,11%,2%,0,4,9%,7%,
CCCn1nc(CC(=O)O)c2ccccc2c1=O,i,3%,6%,13%,1%,10,8,14%,-10%,Spn PMK inh pilot replicates=4.0;Spn MK inh pilot replicates=0.0;Spn DPM-DC inh pilot screen %=0.5

# Grouped by structure, those above containing a furan ring, fused or not
SMILES,Spn DPM-DC inh,Bfl-1 inhibitors,LYP inhibition,Alkaline phosphatase,HPDE-C7K KRASV12,Spn PMK inh,Spn MK inh,HT1080 cytotoxicity,HPDE-C7 viability,others
COC(=O)c1oc2ccc(OC)cc2c1N,i,1%,7%,8%,1%,20,2,2%,4%,Spn PMK inh pilot replicates=0.0;Spn MK inh pilot replicates=0.0;Spn DPM-DC inh pilot screen %=22
N#Cc1c(NC(=O)CSc2nc(-c3ccco3)cc(C(F)(F)F)n2)sc2c1CCCC2,i,0%,6%,11%,-3%,8,8,-1%,-7%,
Cc1cccc(C)c1NC(=O)CSc1nnc(-c2ccco2)n1N,i,3%,.,-14%,-17%,9,6,15%,-19%,
CCC(C(=O)NCc1ccc(F)cc1)N(Cc1ccco1)C(=O)c1snc(C(N)=O)c1N (stereo not drawn),i,-1%,9%,3%,-20%,3,16,-6%,-2%,
Cc1ccc(C(=O)N2c3ccc(F)cc3CCC2C)o1 (stereo not drawn),i,-3%,-3%,8%,.,4,1,-3%,.,
COC(=O)[C@@H](NC(=O)NCc1ccco1)C(C)C,i,-4%,.,7%,-9%,11,2,6%,1%,
